RMI FANCM FP = disruptors of RMI1/RMI2 association with MM2 peptide – biochemical, fluorescence polarization, human, primary screen; RMI core complex (RMI1/RMI2) binding to FANCM MM2 peptide, human; 70,000 tested, 0.58% active; RMI core complex with F-MM2 peptide; active compounds read low; FP signal (polarization) at 33 µM; in the data active = FP signal below about 40; also: inactives centre near 61; strong numbers were not always called active; unit not given here
The depositor's hits bear a star; & = joins results of further samples. A portion of the library; count on the stated rates, not on these rows.

Results for CCc1[nH]nc(N)c1-c1ccccc1 ?
RMI FANCM FP: 62

How did Cc1c(C#N)c(NC(=O)c2cccs2)n(CC2CC2)c1C do in these assays?
RMI FANCM FP: 57

What do the screens show for `COc1ccc(/C=C2/C(=O)NC(=O)N(Cc3ccccc3)C2=O)cc1[N+](=O)[O-]`?
RMI FANCM FP: 64

What do the screens show for `O=C(Cn1cnc(-c2ccc(F)cc2)cc1=O)NCc1cccs1`?
RMI FANCM FP: 68

How did Cc1nnc2ccc(N3CCN(C(=O)Nc4cccc(F)c4)CC3)nn12 do in these assays?
RMI FANCM FP: 65

How did O=C(c1ccc(Cl)s1)N(Cc1ccccn1)c1nc2c(F)cccc2s1 do in these assays?
RMI FANCM FP: 53

How did CCN(CC)CCN(C(=O)c1ccc(S(=O)(=O)N2CCCCCC2)cc1)c1nc2ccc(OC)cc2s1 do in these assays?
RMI FANCM FP: 89

What do the screens show for `COc1ccc(C)cc1NC(=O)C(=O)NCC1CCN(Cc2ccccc2)CC1`?
RMI FANCM FP: 82

Results for Cc1cc(=O)[nH]c(-n2ncc(C(=O)Nc3nc(C)cs3)c2C)n1 ?
RMI FANCM FP: 60

What do the screens show for `Cc1ccc(NC(=O)Nc2cccc(-c3ccc(N4CCN(C)CC4)nn3)c2)cc1C`?
RMI FANCM FP: 55&83

What do the screens show for `CC(=O)N1CCc2ccc(NS(=O)(=O)c3cc(Cl)ccc3C)cc21`?
RMI FANCM FP: 70

How did C=CCN(CC=C)S(=O)(=O)c1ccc(C(=O)Nc2nc(-c3ccc4ccccc4c3)cs2)cc1 do in these assays?
RMI FANCM FP: 86

Results for O=C(Nc1ccc(F)cc1)N1CCCC(c2nnc(-c3ccc4c(c3)OCO4)o2)C1 (stereo not drawn) ?
RMI FANCM FP: 61

What do the screens show for `COc1ccc(NC(=S)Nc2ccc(OC)cc2)cc1`?
RMI FANCM FP: 55

What do the screens show for `COC(=O)c1ccc(CSc2ccccc2N)cc1`?
RMI FANCM FP: 64

What do the screens show for `O=C(c1ccco1)N1CCN(C(=O)c2cn(Cc3ccc(F)cc3)nc2OCc2ccc(F)cc2)CC1`?
RMI FANCM FP: 55

Results for CSc1nc(C)nc(N)c1C#N ?
RMI FANCM FP: 58

How did CC(/C=N\O)=N/Nc1ccccc1 do in these assays?
RMI FANCM FP: 62

How did N[C@@H](C(=O)N[C@@H]1C(=O)N2C(C(=O)O)=C(Cl)CS[C@H]12)c1ccccc1 do in these assays?
RMI FANCM FP: 63&63&61

What do the screens show for `O=C(NCCOc1ccc2c(c1)OCO2)c1cccs1`?
RMI FANCM FP: 60

How did C=CCSCC(=O)Oc1ccc(/C=N\NC(N)=S)cc1OC do in these assays?
RMI FANCM FP: 66

What do the screens show for `CC(C)CCCC(C)C1CCC2C3CC[C@H]4C[C@H](O)CC[C@]4(C)C3CC[C@]12C` (stereo partly drawn)?
RMI FANCM FP: 58

How did CC(=O)Nc1ccccc1SC(CC(=O)c1ccco1)c1ccc2c(c1)OCO2 (stereo not drawn) do in these assays?
RMI FANCM FP: 62

Results for O=C(CCCCl)Nc1nc2c(Cl)cccc2s1 ?
RMI FANCM FP: 71

How did CCn1c(=NC(=O)CCS(=O)(=O)c2ccccc2)sc2cc(Br)ccc21 do in these assays?
RMI FANCM FP: 59

Results for O=S(=O)(NC1Cc2ccccc2C1)c1ccc(-c2csnn2)cc1 ?
RMI FANCM FP: 60

Results for NC(=O)c1ccccc1NC(=S)NC(=O)c1ccc(Br)o1 ?
RMI FANCM FP: 63

What do the screens show for `O=C(Cc1ccc(F)cc1)Nc1ccc2c(c1)CN(C(=O)C1CC1)CC2`?
RMI FANCM FP: 72

What do the screens show for `O=C(Cn1cnc2c(-c3ccc(Cl)cc3)csc2c1=O)NCCCc1ccccc1`?
RMI FANCM FP: 103

Results for O=C(Cn1nnc(-c2cccc(Cl)c2Cl)n1)NNC(=S)Nc1ccc(Cl)c(Cl)c1 ?
RMI FANCM FP: 51

Results for Cc1ccccc1Cn1cnc2c(cnn2CCNC(=O)c2ccc(S(=O)(=O)N(C)C)cc2)c1=O ?
RMI FANCM FP: 68

Results for O=C(C1c2ccccc2Oc2ccccc21)N1CCN=C1SCc1ccc([N+](=O)[O-])cc1 ?
RMI FANCM FP: 65

What do the screens show for `COc1ccc(N(C(=O)Nc2cccc(Cl)c2)C2=NCCC2)cc1Cl`?
RMI FANCM FP: 56

Results for CC(C)N(C(=O)COC1C(C2COC3(CCCCC3)O2)OC2OC3(CCCCC3)OC21)c1ccccc1 (stereo not drawn) ?
RMI FANCM FP: 59

How did CN(C)c1ccc(C(=S)N2CCN(C(=O)c3cccs3)CC2)cc1 do in these assays?
RMI FANCM FP: 64

What do the screens show for `Cc1ccc(S(=O)(=O)NC(=O)N(CCC#N)Cc2ccccc2)cc1`?
RMI FANCM FP: 55

What do the screens show for `CCc1nnc(C2CCN(C(=O)Cc3ccc(F)cc3)CC2)s1`?
RMI FANCM FP: 62

What do the screens show for `CCOC(=O)C1CCN(C(c2ccncc2)c2c(O)cc(C)n(Cc3ccccc3)c2=O)CC1` (stereo not drawn)?
RMI FANCM FP: 58

What do the screens show for `Fc1ccc2nc(NCc3ccccn3)sc2c1`?
RMI FANCM FP: 68

What do the screens show for `COc1ccc(-c2nn(CCC(=O)O)cc2/C=C(/C#N)C(N)=O)cc1OC`?
RMI FANCM FP: 61

How did O=C(NCC1CCN(Cc2ccccc2)CC1)c1ccco1 do in these assays?
RMI FANCM FP: 73

What do the screens show for `CCN1C(=O)c2cccc3c(NC(=O)C4CCN(S(=O)(=O)c5cccs5)CC4)ccc1c23`?
RMI FANCM FP: 55

How did Cc1cc(=O)c2ccccc2o1 do in these assays?
RMI FANCM FP: 58

What do the screens show for `CCOC(=O)c1c(NC(=O)CSc2nnc3ccccn23)sc2c1CCCC2`?
RMI FANCM FP: 74

Results for CCCc1ccc(S(=O)(=O)Nc2ccc3c(c2)N(C(=O)C(C)(C)C)CC3)cc1 ?
RMI FANCM FP: 76

What do the screens show for `COC(=O)c1ccc(C(=O)Nc2nc3c(Cl)ccc(Cl)c3s2)cc1`?
RMI FANCM FP: 80

What do the screens show for `COc1c(Cl)c(C)c2c(c1Cl)OC(=O)c1c(C)c(Cl)c(OC)c(Cl)c1O2`?
RMI FANCM FP: 54

What do the screens show for `O=C(c1cccc2ccccc12)N1CCc2[nH]c3ccc(F)cc3c2C1`?
RMI FANCM FP: 54

How did COc1cc2c(cc1OC)CN(S(=O)(=O)CCNC(=O)c1cc3ccccc3oc1=O)CC2 do in these assays?
RMI FANCM FP: 59

Results for Cc1cc(C(C)(C)C)cc(C(C)(C)C)[s+]1 ?
RMI FANCM FP: 58

Results for CCOC(=O)CSCC(=O)c1ccc(OCc2ccc(Cl)c(Cl)c2)cc1 ?
RMI FANCM FP: 56

How did CCCOc1cc(S(=O)(=O)NCCCn2ccnc2)ccc1Cl do in these assays?
RMI FANCM FP: 75

What do the screens show for `O=C(Cn1cncn1)c1ccc(F)cc1F`?
RMI FANCM FP: 68

How did CCOC(=O)c1c(C)[nH]c(N=Nc2ccccc2C)c1C do in these assays?
RMI FANCM FP: 55

What do the screens show for `Cc1cc(C)cc(NC(=O)Nc2c(C)nc3cc(C)ccn3c2=O)c1`?
RMI FANCM FP: 70

Results for O=C(Cn1cnc(-c2ccccc2)cc1=O)N1CCN(c2ccccc2Cl)CC1 ?
RMI FANCM FP: 66

What do the screens show for `O=C(CCn1cnc2c([nH]c3ccccc32)c1=O)N1CCN(c2ccccn2)CC1`?
RMI FANCM FP: 64

How did COc1ccccc1N1CCN(CCNC(=O)Cc2cccs2)CC1 do in these assays?
RMI FANCM FP: 65

Results for CCOc1ccc(NC(=O)c2ccc(F)c(S(=O)(=O)N3CC(C)CC(C)C3)c2)cc1 (stereo not drawn) ?
RMI FANCM FP: 57

Results for Cc1cc(S(=O)(=O)N2CCCCC2CCNC(=O)Nc2cccc(Cl)c2)ccc1F (stereo not drawn) ?
RMI FANCM FP: 56

The last 7 records of the part before open the next one:
How did CCOC(=O)c1c(C)[nH]c(N=Nc2ccccc2C)c1C do in these assays?
RMI FANCM FP: 55

What do the screens show for `Cc1cc(C)cc(NC(=O)Nc2c(C)nc3cc(C)ccn3c2=O)c1`?
RMI FANCM FP: 70

Results for O=C(Cn1cnc(-c2ccccc2)cc1=O)N1CCN(c2ccccc2Cl)CC1 ?
RMI FANCM FP: 66

What do the screens show for `O=C(CCn1cnc2c([nH]c3ccccc32)c1=O)N1CCN(c2ccccn2)CC1`?
RMI FANCM FP: 64

How did COc1ccccc1N1CCN(CCNC(=O)Cc2cccs2)CC1 do in these assays?
RMI FANCM FP: 65

Results for CCOc1ccc(NC(=O)c2ccc(F)c(S(=O)(=O)N3CC(C)CC(C)C3)c2)cc1 (stereo not drawn) ?
RMI FANCM FP: 57

Results for Cc1cc(S(=O)(=O)N2CCCCC2CCNC(=O)Nc2cccc(Cl)c2)ccc1F (stereo not drawn) ?
RMI FANCM FP: 56

How did Cc1cccc(-n2ncc3c(=O)[nH]c(-n4nc(C)cc4NC(=O)COc4ccc(C(C)C)cc4)nc32)c1 do in these assays?
RMI FANCM FP: 57

What do the screens show for `CCOc1ccc(S(=O)(=O)c2cnc(SCC(=O)Nc3cccc(OC)c3)[nH]c2=O)cc1`?
RMI FANCM FP: 61

Results for Cc1ccc(NC(=O)CC2CCCCN2S(=O)(=O)c2ccccc2)cc1F (stereo not drawn) ?
RMI FANCM FP: 68

Results for O=C(CSc1nnc(-c2cccnc2)n1-c1ccccc1)c1ccccc1 ?
RMI FANCM FP: 63

Results for Cc1cc(C(=O)N2CCN(c3ncccn3)CC2)nn1C ?
RMI FANCM FP: 53

What do the screens show for `Cc1cnc(NS(=O)(=O)c2cccc3nonc23)c(Br)c1`?
RMI FANCM FP: 60

Results for O=C(Cc1cccs1)NCCS(=O)(=O)N1CCN(c2cccc(Cl)c2)CC1 ?
RMI FANCM FP: 57

How did CCOc1ccc(-c2csc(-n3nc(C)cc3NC(=O)c3cccs3)n2)cc1 do in these assays?
RMI FANCM FP: 96

What do the screens show for `O=C(CCc1csc2nc(-c3ccc(Cl)cc3)cn12)NCCc1ccccc1`?
RMI FANCM FP: 68

Results for O=C(NCCS(=O)(=O)N1CCN(c2ccccc2)CC1)c1cc([N+](=O)[O-])ccc1Cl ?
RMI FANCM FP: 60

Results for c1ccc(-c2nnc(-c3ccccn3)nc2-c2ccccc2)cc1 ?
RMI FANCM FP: 51

Results for Clc1ccc2nc(SCCc3ccccc3)[nH]c2c1 ?
RMI FANCM FP: 146

How did COc1ccc(-c2cn3c(C(=O)N(C)Cc4ccccc4)csc3n2)cc1 do in these assays?
RMI FANCM FP: 64

What do the screens show for `O=C(CSc1ccc(-c2ccc(F)cc2)nn1)N1CCN(c2ccccc2)CC1`?
RMI FANCM FP: 60

Results for NNC(=S)Nc1ccc(C(F)(F)F)cc1Cl ?
RMI FANCM FP: 55

How did O=C(NNC(=O)c1cccc(Br)c1)Nc1ccc(Cl)c(Cl)c1 do in these assays?
RMI FANCM FP: 108

What do the screens show for `CCOc1ccc(-n2nnnc2SC(C)C(=O)Nc2ccccc2C#N)cc1` (stereo not drawn)?
RMI FANCM FP: 69

How did Cn1ncc(Br)c1N do in these assays?
RMI FANCM FP: 56

How did CC1(C)CC(=O)c2c(NCc3ccco3)sc(C#N)c2C1 do in these assays?
RMI FANCM FP: 34

Results for O=C(C1CC1)N(CCn1cccn1)c1nc2c(Cl)cccc2s1 ?
RMI FANCM FP: 65

Results for O=C(NC1C=CS(=O)(=O)C1)C12CC3CC(CC(C3)C1)C2 (stereo not drawn) ?
RMI FANCM FP: 58

What do the screens show for `Cn1ncc(Br)c1NC(=O)c1ccco1`?
RMI FANCM FP: 61

Results for CCn1cccc(-c2nnc(SCC(=O)Nc3nc4ccccc4s3)n2C)c1=O ?
RMI FANCM FP: 63

Results for COc1ccccc1CNC(=O)c1cnc2ccc(C)cn2c1=O ?
RMI FANCM FP: 66

How did CC(C)c1nc2ccccc2n1CCC(=O)O do in these assays?
RMI FANCM FP: 66

Results for COc1ccc(-n2nnc3c(=O)n(CC(=O)Nc4cc(C)on4)cnc32)cc1OC ?
RMI FANCM FP: 55

How did CC(C)(C)OC(=O)N1CCCN(C(=O)Nc2ccc(C(F)(F)F)cc2)CC1 do in these assays?
RMI FANCM FP: 62

Results for COc1ccccc1OS(=O)(=O)c1ccc(F)c(C)c1 ?
RMI FANCM FP: 62

How did COc1ccc(OC)c(COCC(O)CN2C(C)(C)CC(O)CC2(C)C)c1 (stereo not drawn) do in these assays?
RMI FANCM FP: 62

Results for O=c1ccc(-c2ccc3c(c2)OCO3)nn1Cc1ccc(Cl)c(Cl)c1 ?
RMI FANCM FP: 65

Continued, overlapping the part above by two compounds.
How did COc1ccc(OC)c(COCC(O)CN2C(C)(C)CC(O)CC2(C)C)c1 (stereo not drawn) do in these assays?
RMI FANCM FP: 62

Results for O=c1ccc(-c2ccc3c(c2)OCO3)nn1Cc1ccc(Cl)c(Cl)c1 ?
RMI FANCM FP: 65

How did O=C(Nc1nnc(-c2cc(Cl)sc2Cl)o1)c1cccc(N2C(=O)CCC2=O)c1 do in these assays?
RMI FANCM FP: 67

How did NS(=O)(=O)c1ccc(NC(=O)CSc2ncnc3sc4c(c23)CCCCC4)cc1 do in these assays?
RMI FANCM FP: 121

Results for O=c1[nH]c(O)c(C=NN2CCOCC2)c(=O)[nH]1 ?
RMI FANCM FP: 71

Results for O=C(Cn1cccc(-c2nc(-c3ccc(Cl)cc3)no2)c1=O)NCc1ccco1 ?
RMI FANCM FP: 90

Results for N#Cc1cc2ccccc2oc1=O ?
RMI FANCM FP: 60

How did COC(=O)c1ccc(/C=C2\SC(=S)N(c3cccc(C(F)(F)F)c3)C2=O)cc1 do in these assays?
RMI FANCM FP: 54

Screens from PubChem BioAssay.
